# DRD3 agonist – agonists of human D3 dopamine receptor; P35462; D3R DiscoveRx beta-arrestin cells, luminescence, 90 min; max activation, %; actives 0.58% (n = 410,000); AID 652048; in the data active means max activation above about 30%; further: 0% is about no effect; mostly tested at two doses, the higher about 12 µM
# Target sequence (P35462 whole entry, looked up): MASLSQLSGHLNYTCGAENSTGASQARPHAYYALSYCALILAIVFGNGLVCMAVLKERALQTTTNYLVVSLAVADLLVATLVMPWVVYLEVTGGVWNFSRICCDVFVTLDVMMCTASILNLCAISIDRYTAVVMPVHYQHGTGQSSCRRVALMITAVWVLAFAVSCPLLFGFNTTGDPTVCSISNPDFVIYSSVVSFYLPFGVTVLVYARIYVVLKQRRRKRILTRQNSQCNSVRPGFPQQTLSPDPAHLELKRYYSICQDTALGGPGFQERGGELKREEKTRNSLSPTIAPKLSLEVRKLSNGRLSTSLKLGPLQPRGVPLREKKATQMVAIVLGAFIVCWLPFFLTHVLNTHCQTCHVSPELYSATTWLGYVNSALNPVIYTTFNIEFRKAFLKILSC
#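 Cells at 1500/well, incubated overnight, then treated with pinned compounds (dopamine as control) for 90 min at 37 degrees C. DiscoveRx reagent added for 30 - 60 minutes at room temperature; luminescence read.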
# EPAC2 ag – EPAC2 (human) agonism | Q8WZA2 | EPAC2 activation, biochemical qHTS; response scale: 100% = 6.5 mM cAMP response | Potency, µM (doses to about 154 µM), without a hit: at the top dose activation, actives largely listed as activators | actives 0.079% (n = 360,000); further: potency means the concentration at half of the fitted maximal effect; nearly all actives have a fitted effect of over 50% in size
#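 Exchange assay: 100 nM EPAC2 with 250 nM Rap1B-BODIPY-GDP and 50 uM GDP. Fluorescence (ex 480/em 540 nm) read every 5 min for 30 min at room temperature. Data normalized to 6.5 mM cAMP as agonist control.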
# EPAC2 antagonist – antagonists of human EPAC2 | Q8WZA2 | EPAC2 GEF exchange of Rap1B-BODIPY-GDP, fluorescence | Potency, µM (top dose mostly 114 µM), inactives show top-dose activity, negative = inhibition, hits mostly inhibitors | actives 0.18% (n = 360,000); further: potency means the concentration at half of the fitted maximal effect; on the % scale 0 is the no-effect control and ±100 the full control effect; nearly all actives have a fitted effect of over 45% in size; many of its hits are not listed in these tables
# PTHR1 agonist – agonists of human PTHR1 parathyroid hormone receptor. Q03431. HEK293 GP2 PTHR1 cells, GloSensor cAMP luminescence, 1 h. Potency, µM (highest dose often 115 µM), for inactives: top-dose activation, most hits filed as activators. actives 0.075% (n = 410,000). AID 743266; further: potency means the concentration at half of the fitted maximal effect; nearly all actives have a fitted effect of over 55% in size; some results filed as inactive show a strong effect at the top dose; inactives centre near -15; many of its hits are not listed in these tables
# Target sequence (Q03431 whole entry, looked up): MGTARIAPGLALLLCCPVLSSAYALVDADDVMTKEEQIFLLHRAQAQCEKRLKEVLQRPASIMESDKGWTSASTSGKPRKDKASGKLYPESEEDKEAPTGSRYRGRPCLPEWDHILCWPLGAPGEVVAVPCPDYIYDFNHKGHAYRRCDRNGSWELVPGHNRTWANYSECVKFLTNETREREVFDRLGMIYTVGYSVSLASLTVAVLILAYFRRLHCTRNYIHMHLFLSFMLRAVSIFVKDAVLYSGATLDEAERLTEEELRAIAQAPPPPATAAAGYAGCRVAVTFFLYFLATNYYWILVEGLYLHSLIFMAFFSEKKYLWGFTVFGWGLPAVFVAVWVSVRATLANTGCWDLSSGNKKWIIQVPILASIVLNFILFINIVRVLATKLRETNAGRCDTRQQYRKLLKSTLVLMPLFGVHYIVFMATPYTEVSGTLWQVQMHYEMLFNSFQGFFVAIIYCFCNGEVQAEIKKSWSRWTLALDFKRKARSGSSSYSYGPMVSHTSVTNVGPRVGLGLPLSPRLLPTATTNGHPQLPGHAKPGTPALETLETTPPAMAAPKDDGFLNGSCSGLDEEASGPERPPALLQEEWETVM
#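 HEK-293-derived GP2 cells expressing PTHR1 and a GloSensor cAMP reporter, 3,000/well, plated overnight, given luciferin plus IBMX (each 0.5 mM as added) for 1 h at 37 °C, then compound for 1 h at 37 °C. Luminescence was read after 15 min at room temperature.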
# CCT chaperon mod – modulators of cytosolic chaperonin (CCT/TRiC) activity | purified chaperonin ATPase assay, HTRF ADP detection, 30 min | activity change, % (no concentration beside the values), hits read low | actives 0.3% (n = 360,000); in the data active means activity change below about -30%; further: on the % scale 0 is the no-effect control and ±100 the full control effect
#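 Enzyme 40 or 20 nM (batch-dependent) in Tris pH 7.4/KCl/MgCl2/DTT; cpd 76 uM single point; ATP 10 uM; 30 min 37 °C; Transcreener ADP HTRF detection, 30 min RT; ratio 665/615.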
# pAkt inh – Akt phosphorylation inhibition | Neuro2A IGF-stimulated pAkt S473 HTRF, 20 min; active compounds read low | activity change, % for hits at 50 µM | actives 0.32% (n = 360,000) | AID 651550; in the data active means activity change below about -80%; inconclusive means mostly about -51% to -80%; further: on the % scale 0 is the no-effect control and ±100 the full control effect
#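 Neuro2A cells (4,500/well, DMEM with 0.5% FBS) were treated with compound at a single 50 µM final concentration, stimulated with 6 nM IGF for 20 min at 37 °C, and lysed. Phospho-Akt Ser473 was read by HTRF as 665/615 ratio ×10^4.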
# MmCpn inh – inhibitors of Methanococcus maripaludis chaperonin (MmCpn); purified Mm-Cpn ATPase, ADP Transcreener TR-FRET; Potency, µM (highest dose often 76.9 µM), for the others: at the highest dose activity, negative = inhibition, usual class: inhibitors; actives 0.031% (n = 330,000); AID 504842; further: potency means the concentration at half of the fitted maximal effect; on the % scale 0 is the no-effect control and ±100 the full control effect; nearly all actives have a fitted effect of over 80% in size
#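 Purified archaeal Mm-CPN (25nM final) preincubated 10 min at 37degC with compound, then 10uM ATP for 30 min at 37degC; ADP measured by HTRF Transcreener TR-FRET; buffer 30 mM TRIS pH 7.4, 100mM KCl, 5mM MgCl2, 1mM DTT.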
# D3 antag – D3 dopamine receptor (human) antagonism | P35462 | D3R cells, DiscoveRx beta-arrestin luminescence, antagonist mode; active compounds read low | max response, negative = inhibition, % | actives 2.5% (n = 360,000) | AID 652054; in the data active means max response below about -50%; inconclusive means no clear call, values can overlap the other calls; further: on the % scale 0 is the no-effect control and ±100 the full control effect; mostly tested at two doses, the higher about 12 µM
#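 Cells expressing the human receptor were seeded at 1500 cells/well, incubated overnight at 37 degrees C in 5% CO2, then exposed to library compounds with dopamine controls for 90 minutes at 37 degrees C before luminescent detection.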
# * = called active by the depositor; i = inactive; u = inconclusive; x = no result given; [ ] = dose if it differs, or a comment. Unless noted, the call rests on the fitted dose curve; in most records, active means well fitted curve in the direction sought with a large enough effect; inconclusive means small, poorly fitted or top-dose-only effect, or another doubt; inactive means no such curve, though single readings can be large; an effect the other way counts as inactive or inconclusive. Some of the compounds tested. The share of hits here may be higher or lower than overall.
nr | Structure | DRD3 agonist | EPAC2 ag | EPAC2 antagonist | PTHR1 agonist | CCT chaperon mod | pAkt inh | MmCpn inh | D3 antag
1 | COc1cc2ccnc(C=O)c2cc1OC | -5 | -1% | 4% | i | 1.3 | i | x | u
2 | O=C(c1ccc2snnc2c1)N1CCN(c2ccccn2)CC1 | 0 | 4% | 2% | -1% | -1.4 | i | 0% | -4
3 | Cc1ccc(CNS(=O)(=O)c2ccc3c(c2)CCN3C(=O)CCCC(=O)O)cc1 | 1 | 0% | -5% | i | -2.9 | i | -1% | 6
4 | CC1CCN(c2nc3ccccc3n2CC(=O)c2ccccc2)CC1 | 0 | -2% | -1% | i | 1.7 | i | -9% | 5
5 | Cc1ccc(NC2c3ncccc3C(=O)N2Cc2ccc(F)cc2)cc1 (configuration not stated) | 1 | 5% | -1% | -4%[57.5 µM] | -0.7 | i | -19% | 9
6 | CCc1ccc(S(=O)(=O)c2nnn3c2nc(NCCNC(C)=O)c2ccccc23)cc1 | 0 | 1% | -3% | i | -2.3 | i | 0% | 2
7 | CCOc1ccc(-c2nnn(CC(=O)Nc3cc(OC)cc(OC)c3)n2)cc1OCC | 12 | -15% | -3% | -21%[57.5 µM] | -0.9 | i | -5% | 4
8 | O=C(N/N=C/C(Br)=C/c1ccccc1)c1ccncc1 | 1 | 7% | -6% | -23% | 0.8 | i | -1% | -2
9 | NC(=O)COC(=O)CC1CC2CCC1C2 (configuration not stated) | 3 | 10% | -8% | i | 0.6 | i | 0% | 6
10 | O=C(CN1C(=O)NC2(CCCC2)C1=O)OCCOc1ccccc1 | 4 | 12% | 2% | i | 0.5 | i | 1% | -4
11 | COC(=O)c1cc(OC)c(OC)cc1NC(=O)CCNC(=O)c1ccco1 | -3 | 11% | 0% | i | -0.1 | i | -1% | 3
12 | COc1ccc(/C=N/Nc2cc(C)nc(N3CCOCC3)n2)cc1 | 32* | -2% | 23% | i | -2.3 | i | 1% | 23
13 | Fc1ccc(-c2ccc(/C=N\n3cnnc3)o2)cc1Cl | -13 | 19% | -3% | -6% | -3.0 | i | 0% | -10
14 | OCCC1CN(Cc2cnn(-c3ccc(F)cc3)c2)CCN1Cc1ccsc1 (configuration not stated) | -25 | 5% | -2% | -16% | -2.2 | i | 1% | -12
15 | CCOC(=O)/C(O)=C(\C#N)c1nc2ccccc2[nH]1 | -11 | -3% | 15% | i | 0.5 | i | 1% | 12
16 | CCOc1ncccc1C(=O)NNC(=O)c1ccc(NS(=O)(=O)c2cccs2)cc1 | -1 | 1% | -21% | -10% | 1.8 | i | 1% | 20
17 | Cc1nc2ccc(NC(=O)NCCO)cc2s1 | -15 | 7% | 16% | i | 0.0 | i | -1% | u
18 | Cc1cc(NC(=O)c2cc(-c3cccs3)on2)nn1Cc1ccc(Cl)cc1 | 11 | 0% | 2% | -19%[57.5 µM] | -0.6 | i | 1% | 22
19 | CCOc1ccc(S(=O)(=O)NCCCN2CCOCC2)c2ccccc12 | 0 | 8% | 6% | i | -3.0 | i | -4% | 0
20 | CCOC(=O)CCCCCNC(=O)c1ccc(F)cc1F | -2 | 6% | -4% | -17% | -0.2 | i | x | 26
21 | CN1/C(=C\C(=O)COC(=O)c2nccnc2N)C(C)(C)c2ccccc21 | 2 | 15% | 5% | -19% | -1.3 | i | -2% | 1
22 | CCOc1ccc2nc(NCCCO)[nH]c2c1 | 1 | 1% | -3% | i | -1.2 | i | 0% | 14
23 | CC(C)(C)[C@@H]1C=C(C(=O)N2CCOCC2)O[C@H](OCc2ccc(CO)cc2)C1 | -16 | 0% | 7% | -6% | -1.2 | i | x | -24
24 | Cc1cc(NC(=O)CSc2nc3cc(C(=O)NCCCOC(C)C)ccc3c(=O)n2Cc2ccco2)no1 | 3 | -16% | 19% | i | -4.5 | i | -3% | -25
25 | CN(C)S(=O)(=O)c1cccc(NC(=O)CSc2cccc3cccnc23)c1 | -6 | 5% | -28% | i | -0.6 | i | -5% | -29
26 | CC(C)c1ccc(OCC(=O)NNC(=S)NC(=O)c2cccs2)c(Br)c1 | -1 | -1% | -6% | i | -4.1 | i | 4% | -11
27 | Cc1cc(C(=O)N2CCC2(C)C(=O)NS(=O)(=O)c2ccccc2Cl)nn1C (configuration not stated) | -8 | 8% | -3% | 25% | -3.0 | i | x | 0
28 | COc1ccc(C)cc1-n1nnnc1SCC(=O)N1CCC(C(=O)Nc2nccs2)CC1 | 10 | 1% | 10% | -6%[57.5 µM] | 1.6 | i | -1% | -9
29 | O=C1Nc2ncccc2OC1CCO (configuration not stated) | 8 | 2% | 3% | -2%[57.5 µM] | -1.3 | i | 1% | 2
30 | O=C(CN1C(=O)C2CCc3[nH]c4ccccc4c3C2C1=O)N1CCCC1 (configuration not stated) | -9 | 6% | 7% | i | 0.4 | i | 0% | 0
31 | CCCCn1c(N)c(N(CCOC)C(=O)CSc2nnc(-c3ccc(C(C)(C)C)cc3)n2N)c(=O)[nH]c1=O | -2 | -7% | 5% | -17% | -2.3 | i | 0% | 17
32 | CCOc1ccc(-c2nc(S(=O)(=O)c3ccccc3)c(N3CCOCC3)o2)cc1 | -3 | 6% | 21% | -17% | 1.5 | i | 4% | 0
33 | Cc1nc(C)c(CC(=O)N2CCc3c([nH]c4ccccc34)C2c2ccccn2)s1 (configuration not stated) | 5 | 9% | -4% | i | 0.5 | i | 5% | 2
34 | C=CCn1c(CNC(=O)CCC)nc2ccccc21 | -10 | 7% | 18% | i | -1.5 | i | x | -13
35 | Cc1c(Cl)cccc1NC(=O)Nc1ccn(C)n1 | -4 | 4% | -2% | -4%[57.5 µM] | -0.3 | i | 1% | 10
36 | CCCNC(=O)c1cc(C2CCCCN2C(=O)OCCF)on1 (configuration not stated) | -5 | 16% | 30%[activator] | 1% | -1.8 | i | x | 0
37 | COC(=O)[C@H]1C[C@@]2(O)CN(S(=O)(=O)c3ccc(C)cc3)C[C@@]2(OC(=O)NCc2ccccc2)C[C@H]1C(=O)OC | 8 | 1% | -15% | i | -0.5 | i | x | 30
38 | COC(=O)C(Cc1c[nH]c2ccccc12)NC(=O)c1cncc(Br)c1 (configuration not stated) | -5 | 5% | 0% | -4% | 1.0 | i | 2% | -15
39 | Cc1ccc(C(=O)CNc2ccc(Br)cc2)cc1 | -17 | 0% | -8% | -4%[57.5 µM] | 1.0 | i | -4% | u
40 | c1ccc(-n2c(-c3cccs3)nc3nc4ccccc4nc32)cc1 | 8 | -5% | 9% | -21% | -2.4 | i | -4% | 19

# Among those listed so far, these have an aryl methoxy group:
nr | Structure | DRD3 agonist | EPAC2 ag | EPAC2 antagonist | PTHR1 agonist | CCT chaperon mod | pAkt inh | MmCpn inh | D3 antag
1 | COc1cc2ccnc(C=O)c2cc1OC | -5 | -1% | 4% | i | 1.3 | i | x | u
7 | CCOc1ccc(-c2nnn(CC(=O)Nc3cc(OC)cc(OC)c3)n2)cc1OCC | 12 | -15% | -3% | -21%[57.5 µM] | -0.9 | i | -5% | 4
11 | COC(=O)c1cc(OC)c(OC)cc1NC(=O)CCNC(=O)c1ccco1 | -3 | 11% | 0% | i | -0.1 | i | -1% | 3
12 | COc1ccc(/C=N/Nc2cc(C)nc(N3CCOCC3)n2)cc1 | 32* | -2% | 23% | i | -2.3 | i | 1% | 23
28 | COc1ccc(C)cc1-n1nnnc1SCC(=O)N1CCC(C(=O)Nc2nccs2)CC1 | 10 | 1% | 10% | -6%[57.5 µM] | 1.6 | i | -1% | -9

# The list goes on:
nr | Structure | DRD3 agonist | EPAC2 ag | EPAC2 antagonist | PTHR1 agonist | CCT chaperon mod | pAkt inh | MmCpn inh | D3 antag
41 | COc1ccc(-c2nnc(NC(=O)C3CCCN3S(=O)(=O)c3cccs3)o2)cc1 (configuration not stated) | 2 | -6% | 15% | i | -0.6 | i | -3% | 7
42 | CC(C)(C)c1ccc(NC(=O)CSc2n[nH]c(=O)n2C2CC2)cc1 | 0 | 4% | -16% | -20% | -0.8 | i | -1% | 10
43 | O=C(COC(=O)/C=C/c1ccccc1)Nc1cccc(Oc2ccccc2)c1 | 16 | 16% | 1% | i | -1.8 | i | 0% | -11
44 | COc1ccc(/C=C/C(=O)c2c(O)ccc3c(C)cc(=O)oc23)cc1 | -10 | 2% | -6% | -48%[inhibitor] | 0.6 | i | 1% | -25
45 | O=C(Nc1ccc([N+](=O)[O-])cc1NC(=O)c1ccccc1)c1ccccc1 | -2 | -1% | -3% | i | -4.7 | i | x | 20
46 | COc1ccccc1-c1noc(CCCC(=O)N2CCOCC2)n1 | 0 | 7% | 2% | -20% | -3.4 | i | -1% | -18
47 | c1ccc(N2CCCCC2)c(NC2=NCCC2)c1 | -9 | 15% | -1% | -20%[57.5 µM] | -1.4 | i | 1% | 0
48 | COc1ccc(NC(=O)C2Cc3c(-c4cccc(NC(C)=O)c4)ccnc3O2)cc1OC (configuration not stated) | -2 | 7% | 11% | -68%[inhibitor] | -0.1 | i | x | 0
49 | O=S(=O)(c1cccc(Cl)c1)N1CCSc2ccccc21 | -10 | 7% | 3% | -33%[inhibitor] | 1.2 | i | 1% | -18
50 | O=[N+]([O-])c1ccc(Cl)cc1CN1CCCCCC1 | -13 | 4% | -5% | 0% | -2.9 | i | -1% | -4
51 | O=C(Oc1ccccc1[N+](=O)[O-])c1cccnc1 | 7 | -2% | -30% | i | 2.8 | i | -1% | 13
52 | COc1ccc(C(=O)OCC(=O)NCC2CCCCC2)cc1F | -4 | 11% | -15% | -39%[inhibitor] | -2.6 | i | 0% | -21
53 | Cc1ccc(C(C)NC(=S)NCc2ccc(F)cc2)c(C)c1 (configuration not stated) | 0 | 9% | -10% | -66%[inhibitor] | 2.2 | i | -4% | 5
54 | CCn1c(C)[n+](CC)c2ccc(S(=O)(=O)NC)cc21 | 2 | 13% | 6% | i | 1.1 | i | -2% | -22
55 | O=c1c2cc(NC(=S)NC3CCCCC3)ccc2nc2n1CCCCC2 | 2 | -3% | 0% | -11% | -0.1 | i | 4% | -11
56 | Cc1noc(NS(=O)(=O)c2ccc(NC(=O)c3ccc(OC(C)C)cc3)cc2)c1C | -11 | 6% | -2% | -15% | 2.1 | i | -1% | -2
57 | CCn1c(SCC(=O)Nc2nc3ccc(C)cc3s2)nc2c(c1=O)SC(C)C2 (configuration not stated) | 10 | 4% | -1% | -19% | 0.5 | i | 2% | 35

# Screening results as filed in PubChem.
